Bioassay records from PubChem.
Tau fluor cs – Counterscreen qHTS for Inhibitors of Tau Fibril Formation, Fluorescence Polarization; Potency, µM (doses to about 57.7 µM), for inactives: at the top dose activity change, negative = decrease; 280,000 compounds, 0.93% hits; AID 1463, 2008; tau K18 P301L Alexa594 fluorescence, heparin fibrillization; note: nearly all actives have a fitted effect of over 55% in size
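Human tau K18 P301L (15 uM unlabeled, 0.24 uM Alexa 594-labeled) in 100 mM sodium acetate pH 7 with 20 uM heparin, 6 hr at 37 C. ThT 30 uM added, 1 hr ambient; Alexa 594 FP and total fluorescence read at 555/632 nm.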
Tau fibril ThT – qHTS for Inhibitors of Tau Fibril Formation, Thioflavin T Binding. Potency, µM (titrated, usually from 57.4 µM), inactives show top-dose activity, negative = inhibition, actives largely listed as inhibitors. AID 1460, 2008. Microtubule-associated protein tau (Homo sapiens), P10636. 270,000 compounds, 2.1% hits. recombinant tau K18 P301L, heparin-induced fibrillization, ThT fluorescence; note: nearly all actives have a fitted effect of over 55% in size
Target sequence (P10636 561-689 P618L limits assumed): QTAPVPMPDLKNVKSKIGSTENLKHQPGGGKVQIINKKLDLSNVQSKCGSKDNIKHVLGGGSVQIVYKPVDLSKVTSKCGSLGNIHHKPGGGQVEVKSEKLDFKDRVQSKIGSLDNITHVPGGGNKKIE
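Tau K18 P301L fragment (15 uM unlabeled plus 0.24 uM Alexa 594-labeled) in 100 mM sodium acetate pH 7 with compound, fibrillization induced by 20 uM heparin for 6 hr at 37 C. Thioflavin T (30 uM) added, fluorescence read after 1 hr (ex 450, em 510 nm).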
Tau FP inhib – qHTS for Inhibitors of Tau Fibril Formation, Fluorescence Polarization | K18 P301L tau heparin fibrillization, Alexa594 FP, 6 h | Potency, µM (series often up to 57.7 µM), for inactives: at the top dose activity, negative = inhibition, hits mostly inhibitors | 280,000 compounds, 0.39% hits | AID 1468, 2008; note: nearly all actives have a fitted effect of over 55% in size
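Heparin (20 uM) drove fibril formation of recombinant tau K18 P301L, 15 uM unlabeled with 0.24 uM Alexa 594 label, for 6 hr at 37 C in 100 mM sodium acetate pH 7. Fluorescence polarization (555/632 nm) read 1 hr after 30 uM ThT.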
* hit, by the source's call; ? = inconclusive; [ ] = dose if it differs, or a comment. Calls come from the whole dose curve; as a rule, active = well fitted curve in the direction sought with a large enough effect; inconclusive = small, poorly fitted or top-dose-only effect, or another doubt; inactive = no such curve, though single readings can be large; an effect the other way counts as inactive or inconclusive. % is set by controls: 0 for no effect and ±100 for the full control effect; potency is the fitted concentration of half-maximal effect.

SMILES | Tau fluor cs | Tau fibril ThT | Tau FP inhib
CCCCC(=O)Nc1cccc(OCc2cc(=O)n3ccccc3n2)c1 | -3.8% | 0.3% | -7.3%
COC(=O)C1CCN(S(=O)(=O)c2ccc(N3CCCCS3(=O)=O)cc2)CC1 | 0.9% | 0.0% | 7.8%
Cc1ccc(CNC(=O)c2c(-c3ccc(F)cc3F)noc2C)o1 | -4.0% | -1.1% | -0.5%
Cc1ccccc1NC(=O)c1ccc2c(c1)c(C)c(C)n2Cc1ccccc1 | -7.1% | -5.0% | 2.5%
COc1cccc(N2CCN(C(=O)CCCCCn3c(=O)[nH]c4ccccc4c3=O)CC2)c1 | -25.4% | ? | 3.8%
CC(C)c1ccc(NC(=O)C2Cc3ccccc3N2C(=O)c2ccccc2)cc1 (stereo not drawn) | 1.2% | 14.2% | -5.1%
Cc1cccc(C)c1-n1ncc(C(=O)Nc2ccc3c(c2)OCO3)c1C1CCN(C(=O)OC(C)(C)C)CC1 | ? | ? | 11.2%
COc1ccccc1CN1CCC(CNC(=O)c2cnn(-c3ccc(Cl)cc3)c2C2CCN(C(=O)OC(C)(C)C)CC2)CC1 | -8.4% | -15.4% | -0.8%
Cc1ccc(-c2nc3c4ccccc4n(CC(=O)N4CCN(c5ccccc5F)CC4)c(=O)n3n2)cc1 | 4.9% | -0.4% | -7.1%
COc1cc(NS(=O)(=O)c2cnc(N)nc2)cc(OC)c1 | -1.6% | -0.1% | -0.4%
COc1ccc(Br)cc1CNC(=O)c1ccc2c(c1)nc1n2CCCCC1 | -9.1% | ? | -4.2%
COc1cccc(N2CCN(S(=O)(=O)c3ccc(-c4ccno4)cc3OC)CC2)c1 | ? | -11.7% | -2.5%

Next part (3 carried over from the part before).
SMILES | Tau fluor cs | Tau fibril ThT | Tau FP inhib
COc1cc(NS(=O)(=O)c2cnc(N)nc2)cc(OC)c1 | -1.6% | -0.1% | -0.4%
COc1ccc(Br)cc1CNC(=O)c1ccc2c(c1)nc1n2CCCCC1 | -9.1% | ? | -4.2%
COc1cccc(N2CCN(S(=O)(=O)c3ccc(-c4ccno4)cc3OC)CC2)c1 | ? | -11.7% | -2.5%
COc1ccc(Cn2c(C(=O)O)c(CNC3CCC(C)CC3)c3ccc(C)cc32)cc1 (stereo not drawn) | -3.9% | -6.3% | 10.6%
CCN(c1ccccc1)c1ccc2cc(S(=O)(=O)N3CCCC3)ccc2n1 | -8.8% | 2.1% | 2.5%
COc1ccc(-c2ccc(NS(=O)(=O)c3cccc(C)c3)cc2)nn1 | -23.5% | -7.7% | 3.2%
O=C(Nc1cccc(C(=O)N2CCN(c3cccc(Cl)c3)CC2)c1)c1nsc2ccccc12 | -16.5% | -9.4% | -1.7%
CCOC(=O)c1noc2ncn(Cc3ccc([N+](=O)[O-])cc3)c(=O)c12 | 1.5% | 2.4% | 2.8%
CCC(=O)N1CCc2cc(CNC(=O)Nc3ccccc3Cl)ccc21 | -20.2% | ? | 1.9%
COc1ccc(C(=O)N2CCN(Cc3cc(=O)n4nc(-c5ccccc5C)sc4n3)CC2)cc1OC | -8.6% | -14.1% | 2.1%
Cc1c(Cl)cccc1-n1nnc(-c2nc(-c3ccc4c(c3)OCO4)no2)c1C | -18.0% | 4.0% | -16.7%
CC(=O)c1ccc(NS(=O)(=O)c2cnc(N)nc2)cc1 | -5.4% | -6.0% | -7.3%
COc1ccc(-c2cn3nc(SCC(=O)Nc4cccc(C)c4C)ccc3n2)cc1 | -4.4% | -17.7% | -7.0%
Cc1ccc(NC(=O)CSc2nc(=O)n(CCN3CCOCC3)c3c2CCC3)cc1Cl | -10.8% | -7.7% | -6.4%
CCc1nn2c(=O)cc(COC(=O)c3cccc(NC(=O)COc4ccccc4)c3)nc2s1 | 4.9% | ? | 10.3%
CN(C)S(=O)(=O)c1ccc2c(c1)N(CC(=O)Nc1cccc(C(F)(F)F)c1)C(=O)CS2 | -17.6% | 3.1% | -12.2%
Cc1cccc(CN2CCC(CNC(=O)c3c(C)oc4ncnc(N5CCCCC5)c34)CC2)c1 | -2.2% | -5.5% | -0.3%
Cc1cccc2sc(N(Cc3cccnc3)C(=O)Cc3ccccc3)nc12 | -17.7% | ? | 4.2%
COc1cc(OC)c(NC(=O)CSC2=Nc3ccccc3N=C(c3ccc(F)cc3)C2)cc1Cl | -27.3% | -1.8% | ?
Cc1cccc(C(=O)N2CCC(N3CCN(Cc4ccc(F)cc4)C(=O)C3=O)CC2)c1 | -18.5% | -13.2% | -14.5%
O=c1cc(CSc2ncn[nH]2)[nH]c2ccc(F)cc12 | -1.6% | -1.1% | 0.6%
CCOc1ccccc1NC(=O)c1c(NCc2ccc(OC)c(OC)c2OC)sc2c1CCC(C)C2 (stereo not drawn) | -22.8% | ? | -1.5%
Cc1ccc(NC(=O)Cn2cc(S(=O)(=O)N3CCCC3)c(S(=O)(=O)N3CCCC3)c2)c(C)c1 | -5.1% | 9.2% | -6.1%
COc1ccc(Cl)cc1Nc1sc(C(=O)c2ccccc2)c(N)c1C(=O)Nc1ccccc1 | -24.1% | ? | -11.8%
CCc1ccc(S(=O)(=O)NCc2nc3cccnc3n2Cc2ccccc2Cl)cc1 | -16.4% | -10.0% | 2.4%
Cc1cccc(N2CCN(C(=O)CSCc3ccc(F)cc3)CC2)c1C | -1.8% | ? | 2.3%
Cc1ccc(NC(=O)CCC(=O)N2Cc3ccccc3Oc3ncccc32)cc1F | -14.3% | 1.6% | -4.1%

One compound at a time (already shown).
Results for Cc1cccc(C(=O)N2CCC(N3CCN(Cc4ccc(F)cc4)C(=O)C3=O)CC2)c1 → Tau fluor cs: -18.5%; Tau fibril ThT: -13.2%; Tau FP inhib: -14.5%
Results for Cc1ccccc1NC(=O)c1ccc2c(c1)c(C)c(C)n2Cc1ccccc1 → Tau fluor cs: -7.1%; Tau fibril ThT: -5.0%; Tau FP inhib: 2.5%

Grouped by structure, those above containing an NH in an aromatic ring (2)
SMILES | Tau fluor cs | Tau fibril ThT | Tau FP inhib
COc1cccc(N2CCN(C(=O)CCCCCn3c(=O)[nH]c4ccccc4c3=O)CC2)c1 | -25.4% | ? | 3.8%
O=c1cc(CSc2ncn[nH]2)[nH]c2ccc(F)cc12 | -1.6% | -1.1% | 0.6%

Continuation.
SMILES | Tau fluor cs | Tau fibril ThT | Tau FP inhib
COC(=O)c1ccc(NC(=O)CSc2nc(=O)n(Cc3ccco3)c3c2CCC3)cc1 | -10.9% | -11.6% | 5.1%
CN(C)c1ccc(C(CNC(=O)c2ccccc2C(F)(F)F)N2CCOCC2)cc1 (stereo not drawn) | -21.7% | ? | -2.8%
O=C(CCOc1ccccc1)N(Cc1cccnc1)c1nc2c(Cl)cccc2s1 | 0.6% | -9.5% | -5.6%
Cc1nc2nc(C(F)(F)F)[nH]n2c(=O)c1Cc1ccccc1 | 8.6% | 4.5% | 14.3%
CCc1ccc(NC(=O)CSc2nc(=O)n(Cc3ccco3)c3c2CCC3)cc1 | -12.6% | -13.9% | -3.5%
COc1ccc2c(c1)c1c(c(=O)n(-c3cccc(Cl)c3)c(=O)n1CC(=O)N1CCCC1)n2C | 0.6% | 9.3% | -17.2%
CCCCN1CCCc2cc(CN(CCCN3CCOCC3)C(=O)Nc3ccc(OCC)cc3)ccc21 | ? | ? | -6.8%
COc1ccc(NC(=O)CSC2=Nc3ccccc3C3=NC(Cc4ccccc4)C(=O)N23)cc1 (stereo not drawn) | -16.4% | -3.7% | -1.4%
COc1ccc(NC(=O)c2oc3ccc(S(=O)(=O)N(C)C4CCCCC4)cc3c2C)cc1Cl | ? | -6.4% | ?
O=C(NCc1ccc(Cl)cc1)c1cc2cccc3c2n1CCS3 | ? | -4.6% | ?
O=C(CCC1N=C2c3ccccc3N=C(SCc3cccc(Cl)c3)N2C1=O)NCc1cccs1 (stereo not drawn) | 17.8% | 2.9% | 1.4%
O=C(Cc1ccc(F)cc1)NCc1nc2cccnc2n1Cc1ccc(F)cc1 | -11.2% | 0.7% | 4.3%
COc1cccc(-c2cc(C(=O)Nc3ccc(Br)c(C)c3)[nH]n2)c1 | -12.0% | -19.1% | ?
Cc1cc(C)cc(Nc2ncnc3onc(-c4ccc(F)cc4)c23)c1 | -27.8% | -12.3% | -7.3%
Cc1ccc(NC(=O)Nc2ccccc2OCc2cc(=O)n3ccccc3n2)c(Cl)c1 | -5.4% | ? | ?
COc1ccc(-c2onc(C)c2C)cc1S(=O)(=O)NCC1CCN(Cc2cc(C)ccc2C)CC1 | -18.3% | -9.8% | 1.4%
O=C(Nc1ccc(F)c(Cl)c1)C1CCCN(c2ncnc3onc(-c4ccc(F)cc4)c23)C1 (stereo not drawn) | ? | -11.8% | ?
COc1ccc(C(=O)NCc2ccc3c(c2)CCN3C(=O)c2cccc(C)c2)cc1OC | -9.1% | -7.8% | 9.3%
Cc1cccc(C(=O)Nc2cccc(C(=O)OCc3cc(=O)n4nc(C(C)C)sc4n3)c2)c1 | -4.7% | ? | 5.3%
CCOc1ccccc1NC(=O)C1CCN(S(=O)(=O)c2cccc3nonc23)CC1 | -14.1% | -7.2% | -6.6%
CCOc1ccc(-c2cc(C(=O)NC(C)c3ccccc3)c3ccccc3n2)cc1 (stereo not drawn) | -0.8% | 12.1% | -6.0%
CCN(Cc1ccccc1)c1ncnc2c1nnn2C | -7.0% | -2.3% | ?
COc1ccc(OC)c(CNC(=O)c2cc(S(=O)(=O)N3CCC(C)CC3)cn2C)c1 | 1.1% | 4.3% | 2.7%
Cc1nc(Oc2ccccc2C)c2oc3ccccc3c2n1 | -13.6% | -7.5% | -13.6%
Cc1ccc(Nc2nc(-c3ccccc3)nc3ccccc23)cc1 | 10µM*[quencher] | ? | 17.8µM*
CN(C)c1ccc(CNC(=O)C2COc3ccccc3C2)cc1 (stereo not drawn) | -12.7% | -12.6% | 5.0%
COc1ccc2cc(CNc3ccccc3)c(=O)n(CC(=O)Nc3ccc(C)cc3C)c2c1 | -19.8% | 9.2% | ?
CC(C)(C)OC(=O)N1CCC(c2c(C(=O)N3CCN(C4CCCCC4)CC3)cnn2-c2cccc(Cl)c2)CC1 | 0.6% | -5.2% | 4.0%
O=C(CCc1nc(CN2CCN(S(=O)(=O)c3ccc(F)cc3)CC2)no1)N1CCCCC1 | -1.3% | 4.9% | -5.0%
COc1ccccc1NC(=O)N1CCC(CN2CCc3ccccc3C2)CC1 | -0.5% | 5.2% | -12.0%
CCc1ccc(-n2nc(C)c3c(C)cc(=O)n(CC(=O)Nc4ccc(OC)c(OC)c4)c32)cc1 | -6.7% | -4.6% | -5.2%
CC(C)(C)OC(=O)N1CCC(c2c(C(=O)NCCN3CCC(Cc4ccccc4)CC3)cnn2-c2ccccc2)CC1 | -11.9% | ? | -7.1%
Cc1ccc(CNC(=O)CCCN2C(=O)CCn3nc(-c4cn(C)c5ccccc45)cc32)cc1 | -7.3% | -7.2% | 7.2%
O=C(Nc1ccccc1Cl)c1ccc(F)c(S(=O)(=O)NCc2ccc(Cl)c(Cl)c2)c1 | ? | -10.7% | ?
COCCCNC(=O)c1ccc2c(c1)nc1n2CCCCC1 | -1.4% | 0.9% | -4.6%
Cc1ccc(C)c(N2CCN(C(=O)c3c(C)oc4nc(C)nc(N5CCOCC5)c34)CC2)c1 | -4.9% | -7.7% | -2.1%
CC(C)(CC(=O)OCC(=O)Nc1ccc(F)c(Cl)c1)CC1=NS(=O)(=O)c2ccccc2N1 | ? | 10.0% | ?
Cc1cnc(=O)[nH]c1SCC(=O)Nc1cc(C(F)(F)F)ccc1Cl | -1.3% | -5.9% | 2.7%

An excerpt. The share of hits here may be higher or lower than overall.
